rCAG binder = molecules binding r(CAG) RNA repeats. r(CAG) RNA repeat, TO-PRO-1 dye displacement fluorescence. inhibition, % at 3 µM. 1.3% of 370,000 active. AID 651821;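 active means inhibition above the plate cutoff, the mean of all test compounds on that plate plus 3 SD, cut at about 35% in these data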;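 further: 0% = DMSO alone and 100% = 100 µM mitoxantrone as full dye displacement; higher means more dye released from RNA so lower well fluorescence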
NPR2 activator = GC-B (human) receptor activation. P20594. HEK293-GC-B cells, CNP EC30, cGMP TR-FRET; 0% at EC30 CNP, 100% saturating CNP. activation, % at 10 µM. 0.11% of 370,000 active. AID 1920062;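 active means activation at 10 µM reaching about 35% in either raw or pattern-adjusted values, limit read from the data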
TCR CD3 inh = inhibitors of human TCR-CD3 interaction. TAMRA-labeled TCR probe fluorescence, biochemical. inhibition, % at 9.4 µM. 0.37% of 360,000 active. AID 651800; in the data active means inhibition above about 19%;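 further: recombinant mutant TCR 2C K166C tagged with TAMRA read by polarization; 0% = receptor in buffer alone and 100% = receptor with positive control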
NPR1 activator = GC-A (human) enzyme activation; HEK293 GC-A cells, cGMP TR-FRET, EC30 ANP; 0% at EC30 ANP, 100% saturating ANP; P16066; 0.14% of 370,000 active; activation, % at 10 µM; AID 1671463; in the data active means activation above about 40%
HTRA1 inhibitor = inhibitors of human serine peptidase HTRA1; inhibition, % at 5.96 µM; recombinant HTRA1, FP-rhodamine activity-based probe, fluorescence polarization; 0.5% of 340,000 active; in the data active means inhibition above about 36%;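 further: 0% = enzyme with DMSO and 100% = wells lacking enzyme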
PRMT1 inh = inhibitors of human PRMT1 | 1.3% of 370,000 active | recombinant PRMT1, activity-based probe fluorescence polarization | inhibition, % at 2.79 µM | Q99873;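 active means inhibition above about 21% made by adding two undisclosed values, limit read from the data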
Target sequence (Q99873 whole entry, looked up): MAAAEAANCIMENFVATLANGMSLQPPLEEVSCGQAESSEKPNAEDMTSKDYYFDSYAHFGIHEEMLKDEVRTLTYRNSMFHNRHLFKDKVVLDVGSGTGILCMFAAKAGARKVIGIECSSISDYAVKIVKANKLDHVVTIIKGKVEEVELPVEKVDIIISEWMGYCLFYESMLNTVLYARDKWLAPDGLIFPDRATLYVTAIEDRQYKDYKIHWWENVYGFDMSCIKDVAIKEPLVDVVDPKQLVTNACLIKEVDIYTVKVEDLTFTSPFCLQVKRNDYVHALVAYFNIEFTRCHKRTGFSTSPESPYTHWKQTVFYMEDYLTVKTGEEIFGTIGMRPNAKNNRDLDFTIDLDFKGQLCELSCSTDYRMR
ABHD4 inh = ABHD4 (mouse) inhibition, primary FP screen | Q8VD66 | purified mABHD4, FP-Rh probe fluorescence polarization | inhibition, % at 8.92 µM | 0.54% of 370,000 active;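 active means inhibition exceeding the mean over every tested compound plus 3 SD, cut at about 30% in these data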;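 further: 0% = plate median of compound wells and 100% = S159A mutant with DMSO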
Target sequence (Q8VD66 whole entry, looked up): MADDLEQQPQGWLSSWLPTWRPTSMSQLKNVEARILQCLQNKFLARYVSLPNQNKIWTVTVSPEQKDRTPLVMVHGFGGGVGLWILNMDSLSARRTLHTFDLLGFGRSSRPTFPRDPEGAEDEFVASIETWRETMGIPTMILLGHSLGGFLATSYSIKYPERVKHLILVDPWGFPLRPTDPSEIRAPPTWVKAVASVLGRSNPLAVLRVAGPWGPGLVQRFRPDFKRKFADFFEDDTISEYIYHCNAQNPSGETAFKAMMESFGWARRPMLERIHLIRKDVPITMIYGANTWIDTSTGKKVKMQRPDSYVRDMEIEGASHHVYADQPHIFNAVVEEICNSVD
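Doses – 8.92 µM, single dose · Material – wild-type mouse ABHD4 protein · Replication – single well per compound (singlicate) · Measure – percent inhibition of probe binding, normalized to plate controls · Schedule – 45 min compound pre-incubation plus 60 min probe step, 25 °C · Detection – fluorescence polarization with parallel and perpendicular emission, 525/598 nm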
MBD2 inh = blocks human MBD2 binding to methylated DNA | TR-FRET, MBD2 binding to methylated oligonucleotide | inhibition, % at 4.4 µM | 0.31% of 370,000 active; in the data active means inhibition above about 13%
SIAE inh = human SIAE inhibition, primary screen; SIAE FP-Rh probe binding, fluorescence polarization; inhibition, % at 9.66 µM; 0.69% of 370,000 active; AID 1053197;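 active means inhibition above a cutoff: mean of compounds within the control limits plus 3 SD of those, cut at about 17% in these data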;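 further: 0% = plate median of compound wells and 100% = probe without SIAE protein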
UHRF1 binding = UHRF1 methyl-DNA binding inhibition. UHRF1 binding to methylated oligo, TR-FRET. inhibition, % at 4.4 µM. 0.75% of 370,000 active. AID 687016; in the data active means inhibition above about 21%;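 further: UHRF1 SRA domain binding a hemimethylated CpG hairpin DNA probe; 0% = median of test compound wells and 100% = reference inhibitor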
An asterisk follows results filed as active; . = not tested or not shown.

| # | canonical_smiles | MBD2 inh | HTRA1 inhibitor | NPR1 activator | PRMT1 inh | ABHD4 inh |
| --- | --- | --- | --- | --- | --- | --- |
| 1 | O=C(NC12CC3CC(CC(C3)C1)C2)c1cccc(OC(F)F)c1 | 0 | -13 | -3 | 4 | -5 |
| 2 | Oc1ccccc1Nc1nc(-c2ccccc2O)nc2ccccc12 | -2 | -19 | 0 | -2 | 2 |
| 3 | O=C(COC(=O)c1ccccc1OCc1ccc(Cl)cc1)NCC1CCCO1 (stereo unspecified) | 2 | -9 | -11 | -3 | -1 |
| 4 | CCN(CC)S(=O)(=O)c1ccc(OC)c(NC(=O)c2cccc(C)c2[N+](=O)[O-])c1 | 0 | -10 | 0 | 1 | -3 |
| 5 | COc1ccccc1NS(=O)(=O)c1cc(-c2cc(C)no2)ccc1OC | 2 | -9 | -2 | -1 | -8 |
| 6 | COc1ccc(NC(=O)CCN2C(=O)NC3(CCCC3)C2=O)cc1Cl | 2 | 9 | -3 | 0 | 0 |
| 7 | COc1ccccc1NS(=O)(=O)c1ccc2oc(=O)ccc2c1 | -3 | 8 | 0 | -3 | 3 |
| 8 | CCCC(=O)NCCc1nc2ccccc2n1CC(=O)c1ccccc1 | -5 | 10 | -1 | -2 | 7 |
| 9 | O=C(NC1CCN(Cc2ccccc2)CC1)c1cc(-c2ccccn2)nc2ccccc12 | 1 | 9 | -2 | 1 | -2 |
| 10 | CCn1cc(CN2CCCC(CNS(=O)(=O)c3ccc(OC)cc3)C2)cn1 (stereo unspecified) | -4 | -4 | 0 | -3 | -1 |
| 11 | O=C1CC(c2cccc([N+](=O)[O-])c2)c2c(ccc3ccccc23)N1 (stereo unspecified) | 1 | -6 | -11 | -1 | -10 |
| 12 | Cc1c(NC(=O)C(C)OC(=O)c2cc(Cl)ccc2O)c(=O)n(-c2ccccc2)n1C (stereo unspecified) | 6 | 2 | 3 | 5 | -7 |

| # | SIAE inh | TCR CD3 inh | NPR2 activator | UHRF1 binding | rCAG binder |
| --- | --- | --- | --- | --- | --- |
| 1 | -3 | 2 | 0 | 0 | -5 |
| 2 | -1 | -1 | -1 | 0 | 28 |
| 3 | 5 | 4 | -3 | -3 | -2 |
| 4 | -6 | -9 | -7 | -5 | 5 |
| 5 | -9 | 8 | -7 | -1 | 4 |
| 6 | 0 | -2 | -2 | 5 | 1 |
| 7 | -5 | 0 | -5 | -1 | -3 |
| 8 | -2 | 1 | -2 | -6 | -3 |
| 9 | -12 | -1 | -2 | 2 | 4 |
| 10 | 6 | -2 | 2 | 1 | -4 |
| 11 | -1 | 9 | -9 | -1 | -2 |
| 12 | -4 | -1 | -2 | 2 | -5 |

Three of the entries above in order of the HTRA1 inhibitor value, descending.
| nr | canonical_smiles | MBD2 inh | HTRA1 inhibitor | NPR1 activator | PRMT1 inh | SIAE inh | TCR CD3 inh | NPR2 activator | UHRF1 binding |
| --- | --- | --- | --- | --- | --- | --- | --- | --- | --- |
| 11 | O=C1CC(c2cccc([N+](=O)[O-])c2)c2c(ccc3ccccc23)N1 (stereo unspecified) | 1 | -6 | -11 | -1 | -1 | 9 | -9 | -1 |
| 5 | COc1ccccc1NS(=O)(=O)c1cc(-c2cc(C)no2)ccc1OC | 2 | -9 | -2 | -1 | -9 | 8 | -7 | -1 |
| 1 | O=C(NC12CC3CC(CC(C3)C1)C2)c1cccc(OC(F)F)c1 | 0 | -13 | -3 | 4 | -3 | 2 | 0 | 0 |

Following part.
| # | canonical_smiles | MBD2 inh | HTRA1 inhibitor | NPR1 activator | PRMT1 inh | ABHD4 inh |
| --- | --- | --- | --- | --- | --- | --- |
| 13 | C[C@@H](CO)N(Cc1cn(Cc2ccccc2)nn1)S(=O)(=O)c1ccc(F)cc1Br | -1 | . | 2 | -2 | 3 |
| 14 | O=c1c(-c2ccnn2-c2ccc(F)cc2)cnc2n1CCS2 | -4 | -2 | -1 | 0 | 6 |
| 15 | Cc1ccc(-c2nnc(SCC(=O)NC3CC3)n2N)cc1 | 0 | 2 | 3 | -1 | -4 |
| 16 | Cc1ccc(NC(=O)c2cc(N3C(=O)C=CC3=O)ccc2N2CCOCC2)cc1Cl | -1 | -12 | -9 | 90* | 4 |
| 17 | Cc1ccc(NC(=O)C(=O)NCC2CCCN2S(=O)(=O)c2cccs2)cc1 (stereo unspecified) | -4 | -4 | 4 | -5 | -2 |
| 18 | COc1ccccc1CNC(=O)c1oc2ccccc2c1C | -3 | -9 | 1 | 3 | 7 |
| 19 | COc1ccc(NC(=S)Nc2ccc(C)c(Cl)c2)cc1OC | -5 | -3 | 4 | 3 | 10 |
| 20 | Cc1cc(C)n(C(=O)c2ccc(C)o2)n1 | 1 | 0 | 0 | 0 | -2 |
| 21 | CC1CCCCN1S(=O)(=O)c1ccc(S(=O)(=O)N2CCN(c3ccc(F)cc3)CC2)cc1 (stereo unspecified) | 2 | -6 | 3 | 0 | 3 |
| 22 | O=C(NCCc1ccccc1)C(c1cccs1)N(C(=O)CCl)c1ccc(Cl)cc1 (stereo unspecified) | -1 | -20 | -47 | -2 | 2 |
| 23 | N[C@@H](CO)c1nnc([C@H](CCC(=O)O)NC(=O)C2CCNCC2)o1 | -7 | -1 | 2 | -2 | -3 |
| 24 | CCCN1CCC(=O)N([C@H](CO)CC(C)C)CC1 | -3 | 1 | 0 | 0 | 5 |
| 25 | CCO/C=C1\C(=O)N(c2ccc(OCC)cc2)C(=O)c2ccccc21 | -1 | 3 | 0 | 2 | 7 |

| # | SIAE inh | TCR CD3 inh | NPR2 activator | UHRF1 binding | rCAG binder |
| --- | --- | --- | --- | --- | --- |
| 13 | 1 | . | 3 | 2 | 1 |
| 14 | -2 | 5 | -4 | 0 | 4 |
| 15 | -4 | 2 | 1 | 0 | 2 |
| 16 | -18 | 2 | 33 | 0 | 14 |
| 17 | 3 | 9 | 9 | 0 | 0 |
| 18 | -3 | -8 | -4 | -1 | -8 |
| 19 | 6 | -2 | 0 | -3 | 1 |
| 20 | 4 | 1 | 1 | -2 | -1 |
| 21 | -3 | -3 | -4 | 14 | -3 |
| 22 | 15 | -4 | -15 | 0 | -9 |
| 23 | -1 | 2 | 8 | -4 | 1 |
| 24 | 10 | -3 | 7 | 11 | -5 |
| 25 | 3 | 8 | 1 | -6 | 6 |

Entries 12–22 from above:
| # | canonical_smiles | MBD2 inh | HTRA1 inhibitor | NPR1 activator | PRMT1 inh | ABHD4 inh |
| --- | --- | --- | --- | --- | --- | --- |
| 12 | Cc1c(NC(=O)C(C)OC(=O)c2cc(Cl)ccc2O)c(=O)n(-c2ccccc2)n1C (stereo unspecified) | 6 | 2 | 3 | 5 | -7 |
| 13 | C[C@@H](CO)N(Cc1cn(Cc2ccccc2)nn1)S(=O)(=O)c1ccc(F)cc1Br | -1 | . | 2 | -2 | 3 |
| 14 | O=c1c(-c2ccnn2-c2ccc(F)cc2)cnc2n1CCS2 | -4 | -2 | -1 | 0 | 6 |
| 15 | Cc1ccc(-c2nnc(SCC(=O)NC3CC3)n2N)cc1 | 0 | 2 | 3 | -1 | -4 |
| 16 | Cc1ccc(NC(=O)c2cc(N3C(=O)C=CC3=O)ccc2N2CCOCC2)cc1Cl | -1 | -12 | -9 | 90* | 4 |
| 17 | Cc1ccc(NC(=O)C(=O)NCC2CCCN2S(=O)(=O)c2cccs2)cc1 (stereo unspecified) | -4 | -4 | 4 | -5 | -2 |
| 18 | COc1ccccc1CNC(=O)c1oc2ccccc2c1C | -3 | -9 | 1 | 3 | 7 |
| 19 | COc1ccc(NC(=S)Nc2ccc(C)c(Cl)c2)cc1OC | -5 | -3 | 4 | 3 | 10 |
| 20 | Cc1cc(C)n(C(=O)c2ccc(C)o2)n1 | 1 | 0 | 0 | 0 | -2 |
| 21 | CC1CCCCN1S(=O)(=O)c1ccc(S(=O)(=O)N2CCN(c3ccc(F)cc3)CC2)cc1 (stereo unspecified) | 2 | -6 | 3 | 0 | 3 |
| 22 | O=C(NCCc1ccccc1)C(c1cccs1)N(C(=O)CCl)c1ccc(Cl)cc1 (stereo unspecified) | -1 | -20 | -47 | -2 | 2 |

| # | SIAE inh | TCR CD3 inh | NPR2 activator | UHRF1 binding | rCAG binder |
| --- | --- | --- | --- | --- | --- |
| 12 | -4 | -1 | -2 | 2 | -5 |
| 13 | 1 | . | 3 | 2 | 1 |
| 14 | -2 | 5 | -4 | 0 | 4 |
| 15 | -4 | 2 | 1 | 0 | 2 |
| 16 | -18 | 2 | 33 | 0 | 14 |
| 17 | 3 | 9 | 9 | 0 | 0 |
| 18 | -3 | -8 | -4 | -1 | -8 |
| 19 | 6 | -2 | 0 | -3 | 1 |
| 20 | 4 | 1 | 1 | -2 | -1 |
| 21 | -3 | -3 | -4 | 14 | -3 |
| 22 | 15 | -4 | -15 | 0 | -9 |

Not all compounds are listed; rates above refer to the full screens.
